Compound activity as filed in PubChem.
FBW7 activator: human FBW7 E3 ligase activation, primary screen; AlphaScreen FBW7–phospho-cyclin E peptide binding, activator screen; normalized activity (activation), % at 26.1 µM; hit rate 0.13% among 650,000; in the data active = normalized activity above about 1.9%;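 note: purified mutant Fbw7 with reduced substrate affinity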
GPR151 activ: human GPR151 activation; PathHunter beta-arrestin GPR151 cells, luminescence; activation, % at 11.2 µM; hit rate 1% among 650,000; in the data active = activation above about 4.9%;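 note: 0% = median of compound wells and 100% = cells with positive control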
Target sequence (Q8TDV0 whole entry, looked up): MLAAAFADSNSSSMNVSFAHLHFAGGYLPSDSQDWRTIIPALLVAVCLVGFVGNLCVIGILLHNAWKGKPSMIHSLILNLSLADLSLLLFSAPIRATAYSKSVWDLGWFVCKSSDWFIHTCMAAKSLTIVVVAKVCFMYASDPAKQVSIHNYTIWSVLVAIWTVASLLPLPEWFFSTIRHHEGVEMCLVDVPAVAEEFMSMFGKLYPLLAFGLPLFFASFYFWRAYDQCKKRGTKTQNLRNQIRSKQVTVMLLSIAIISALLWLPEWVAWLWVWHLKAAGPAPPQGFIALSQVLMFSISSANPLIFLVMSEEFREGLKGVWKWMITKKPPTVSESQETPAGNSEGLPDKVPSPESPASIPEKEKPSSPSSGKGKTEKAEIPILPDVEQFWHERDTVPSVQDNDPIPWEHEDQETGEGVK
TEAD-YAP inh: TEAD-YAP interaction inhibition; HEK-TIYL cells, TEAD-Gal4/YAP UAS-luciferase luminescence; inhibition, % at 9.12 µM; hit rate 1.4% among 640,000; in the data active = inhibition above about 32%;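 note: 0% = median of test compound wells and 100% = reference inhibitor wells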
MITF primary: human MITF inhibition, primary screen. AID 1259374. hit rate 0.91% among 650,000. inhibition, % at 2.6 µM. O75030. AlphaScreen MITF homodimerization, bead proximity signal; in the data active = inhibition above about 50%;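 note: 0% = vehicle wells with protein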
Target sequence (O75030 whole entry, looked up): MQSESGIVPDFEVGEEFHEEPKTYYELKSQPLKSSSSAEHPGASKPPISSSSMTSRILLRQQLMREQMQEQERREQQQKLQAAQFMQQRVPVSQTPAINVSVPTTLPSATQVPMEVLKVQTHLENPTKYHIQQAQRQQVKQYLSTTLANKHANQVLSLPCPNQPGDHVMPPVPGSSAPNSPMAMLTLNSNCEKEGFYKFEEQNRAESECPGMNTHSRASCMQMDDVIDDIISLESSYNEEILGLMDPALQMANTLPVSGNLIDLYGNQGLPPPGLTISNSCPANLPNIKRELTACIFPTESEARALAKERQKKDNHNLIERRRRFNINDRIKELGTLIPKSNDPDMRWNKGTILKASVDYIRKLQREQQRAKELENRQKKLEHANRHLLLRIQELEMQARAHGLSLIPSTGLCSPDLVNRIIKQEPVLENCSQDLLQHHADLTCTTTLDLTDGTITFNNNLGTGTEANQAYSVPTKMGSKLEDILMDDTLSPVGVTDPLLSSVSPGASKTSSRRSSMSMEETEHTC
* hit, by the source's call; & = joins results of further samples.

SMILES	FBW7 activator	GPR151 activ	TEAD-YAP inh	MITF primary
O=C(CCCCCN1C(=O)CCC1=O)Nc1ccc(Br)cc1F	0.0	-0.3	-12	6
Cc1cc(-c2nc(-c3ccc([N+](=O)[O-])cc3)no2)ccc1[N+](=O)[O-]	0.0	-1.6	-12	-4
Cc1ccc(NC(=O)C(=O)NNC(=O)Nc2ccc(Cl)c(Cl)c2)cc1C	-0.1	2.8	-2	5
CCN1CCN(C(c2ccccc2)c2sc3nc(C)nn3c2O)CC1 (configuration not stated)	0.0	-0.1	-9	-3
CCOC(=O)C1(CC2CCCCO2)CCN(C(=O)Nc2ccc(C)c(Cl)c2)CC1 (configuration not stated)	0.0	2.0	8	-2
O=C1ON=C(c2ccccc2)/C1=C/c1cccc(O)c1	0.7	-0.4	7	-3
COc1ccc(CNC2CCN(C)CC2)c(OC)c1	-0.1	0.2	-3	31
O=C(CNC(=S)N(CCCN1CCOCC1)Cc1cccs1)N1CCN(c2ccccn2)CC1	0.1	-0.3	7	12
CN(C)CC(=O)N1CCc2ccccc2C1	-0.3	-0.4	-5	25
COC(=O)C1=C(N)OC2=C(C(=O)CC(C)(C)C2)C1c1ccccc1OCC#N (configuration not stated)	0.8	-1.0	2	13
Cc1nnc(C2CCCN(C(=O)NC(C)C)C2)s1 (configuration not stated)	0.0	1.6	5	5
O=S(=O)(NCc1ccccc1Cl)c1ccc(-n2cccn2)cc1	0.1	0.1	-3	5
COc1cccc(CN2CCN(Cc3ccccn3)CC2)c1	-0.1	-0.8	6	51*
CN(C)C(=O)CSc1nnc(-c2ccccc2O)n1C	0.0	0.6	16	22
COc1cc(Nc2nc(N3CCC(N4CCOCC4)CC3)nc3nc[nH]c23)cc(OC)c1OC	0.3	0.2	6	11
Cc1ccccc1-n1ncc2c(=O)n(CC(=O)Nc3cccc(C)c3C)cnc21	0.6	-1.9	5	6
CC(C)OC(=O)c1cc2c(=O)[nH]c(C(Cl)(Cl)Cl)nc2o1	0.1	2.2	2	4
COc1cc(C)c(C)cc1S(=O)(=O)Nc1ccc(-c2ccc(N3CCCCCC3)nn2)cc1	0.2	-1.3	9	-7
CCCN(CC1CCCO1)C(=O)CC1(c2cccc(F)c2)CC(=O)N(C)C1=O (configuration not stated)	0.6	-1.4	-38	-12
COc1ccc(NC(=O)C(NS(=O)(=O)c2ccc3c(c2)oc(=O)n3C)C(C)C)cc1 (configuration not stated)	0.1	2.9	1	11
Cc1cccc(N2C(=O)c3ccc(NC(=O)C(C)C)cc3C2=O)c1C	0.1	-0.4	32	1
Cc1cc(C)c(-n2nnnc2SCC(=O)Nc2ccc(OC(F)(F)F)cc2)c(C)c1	0.0	-0.1	9	10
CC(C)(C)c1ccc(S(=O)(=O)Nc2cccc(C(F)(F)F)c2)cc1	0.0	0.5	3	-3
CC1=C(C(=O)OCc2ccc(C)cc2)C(c2ccc(Cl)cc2)NC(=O)N1 (configuration not stated)	-0.5	0.7	-2	-11
COc1ccc(N2CCN(C(=S)NC(=O)c3cccs3)CC2)c([N+](=O)[O-])c1	-0.3	-0.6	5	-23
COc1ccccc1NC(CC(=O)c1ccccc1)C(=O)O (configuration not stated)	0.0	0.1	54*	-7
Nc1nnnn1NCc1ccccc1OCc1ccc(F)cc1	-0.1	-1.3	1	1
COc1ccc(CCNC(=O)CSc2ccc(C(=O)Nc3ccccc3C(F)(F)F)cc2[N+](=O)[O-])cc1OC	0.8	0.4	-2	21
COc1ccc(/C=C2\Oc3ccc4c(C)cc(=O)oc4c3C2=O)cc1	-0.1	-1.5	6	10
COc1cc(CN(C)CCN(C)C)cc(OC)c1	0.0	-0.6	-3	64*
C/C(CC(=O)Nc1cc(Cl)ccc1Cl)=N\NC(=O)CC#N	-0.2	4.0	5	1
Cc1cc(C)c(C(=O)Nc2sc3c(c2C#N)CCC(C)C3)c(C)c1 (configuration not stated)	0.3	-1.6	-5	5
CCOC(=O)c1c(NC(=O)COc2ccccc2C)sc(C(=O)Nc2ccccc2F)c1C	0.3	0.5	11	6
O=C1N=c2ccccc2=C1c1sc(Nc2ccc(Br)cc2)nc1O	-0.2&-0.1	0.8&0.4	-5&3	17&2
CCCN1CCC(NC(=S)Nc2ccc(OC)c(OC)c2)CC1	0.1	0.6	1	-7
CCOc1ccccc1-n1nnc(-c2nc(-c3ccc(OC)cc3)no2)c1N	-0.1	0.9	-6	6
NC(=O)c1ccc(NC(=O)CSc2ncnc3c2cnn3-c2ccc(Cl)cc2)cc1	0.2	-2.3	-17	4
COc1ccc(-c2csc(/C(C#N)=C/c3ccc(C)o3)n2)cc1OC	-0.1	-1.4	-15	8
CCS(=O)(=O)N1CCCc2cc(NS(=O)(=O)Cc3ccc(Cl)cc3)ccc21	-0.1	0.3	-3	-2
COC(=O)CCCCCNS(=O)(=O)c1ccc([N+](=O)[O-])cc1	-0.1	0.8	3	-13

One compound at a time, as listed above. Screens in order: FBW7 activator, GPR151 activ, TEAD-YAP inh, MITF primary
CCS(=O)(=O)N1CCCc2cc(NS(=O)(=O)Cc3ccc(Cl)cc3)ccc21 as listed: -0.1, 0.3, -3, -2
CCOC(=O)c1c(NC(=O)COc2ccccc2C)sc(C(=O)Nc2ccccc2F)c1C as listed: 0.3, 0.5, 11, 6
Cc1cc(C)c(C(=O)Nc2sc3c(c2C#N)CCC(C)C3)c(C)c1 (configuration not stated) as listed: 0.3, -1.6, -5, 5
O=C1N=c2ccccc2=C1c1sc(Nc2ccc(Br)cc2)nc1O as listed: -0.2&-0.1, 0.8&0.4, -5&3, 17&2

Continued:
SMILES	FBW7 activator	GPR151 activ	TEAD-YAP inh	MITF primary
COCc1cc(C)n(CC(=O)Nc2ccc(C)c(C)c2)c(=O)c1C#N	0.0	1.0	0	-5
O=C(COc1ccc(OCc2ccccc2)cc1)NNC(=O)c1ccccc1	0.1	-3.9	-4	6
CN(C)c1cccc2c(S(=O)(=O)NCc3ccc(S(N)(=O)=O)cc3)cccc12	0.2	0.2	1	-9
O=S(=O)(Nc1ccccn1)c1ccc(N=Cc2cccnc2)cc1	0.1	1.2	0	-26
CCOc1ccc(S(=O)(=O)N2CCN(Cc3nc(-c4cccs4)cs3)CC2)cc1	0.1	1.3	8	-3
NC(=S)Nc1ccc(OC(F)F)cc1	-0.1	0.7	-1	-13
Cc1ccc(C(=O)O/N=C(\N)c2ccc(I)cc2)c(C)c1	0.0	-0.1	4	16
CC1=CC2=NC(=O)/C(=C\c3ccc(-c4cccc(Cl)c4)o3)C(=N)N2O1	0.1	5.9*	7	-1
O=C(N/N=C\c1ccc(Br)s1)C1C2CCCCC21 (configuration not stated)	-0.1	2.4	-32	-5
Cc1ccc(N2C(=O)C3C(c4ccccc4Cl)OC4(C(=O)c5ccccc5C4=O)C3C2=O)cc1 (configuration not stated)	0.1	-0.8	-2	4
Cc1cc(C)n2nc3nc(N4CCCCC4)nc(-c4ccccc4)c3c2n1	0.3	-2.0	0	-1
COc1cccc(NC(=O)C2C3C=CC4(O3)C2C(=O)N(CCN2CCCCC2)C4C(=O)NC2CCCCC2)c1 (configuration not stated)	0.1	1.3	-3	9
CC(=O)NS(=O)(=O)c1ccc(NC(=O)c2ccc(-c3cccc(Cl)c3C)o2)cc1	-0.1	3.1	4	-1
Cc1cccc(-c2nc(CS(=O)CC(=O)NCc3cccs3)c(C)o2)c1 (configuration not stated)	0.1	0.5	1	1
COC(=O)c1cnc(Nc2ccc(F)cc2)c2ccccc12	0.5	0.0	8	-5
O=C(N/N=C\c1ccccc1C(F)(F)F)c1ccccn1	-0.1	-2.5	-52	0
O=C(Nc1ccc2c3c(cccc13)CC2)C1=COCCO1	0.0	-0.7	-42	6
COc1cc([N+](=O)[O-])cc2c(CCN)c(C(=O)O)[nH]c12	0.1	-1.4	5	5
COc1ccc(-n2nc3ccc(NC(=O)c4cc5ccccc5cc4OC)cc3n2)cc1	-0.1	0.9	-10	6
CCCNc1ncnc2c1nc(-c1ccc(OC)nc1)n2C(C)C	-0.1	0.9	-15	1

Four compounds from above, limited to GPR151 activ and MITF primary.
canonical_smiles	GPR151 activ	MITF primary
O=C(N/N=C\c1ccccc1C(F)(F)F)c1ccccn1	-2.5	0
O=C(Nc1ccc2c3c(cccc13)CC2)C1=COCCO1	-0.7	6
COc1cc([N+](=O)[O-])cc2c(CCN)c(C(=O)O)[nH]c12	-1.4	5
COc1ccc(-n2nc3ccc(NC(=O)c4cc5ccccc5cc4OC)cc3n2)cc1	0.9	6

Continuation:
SMILES	FBW7 activator	GPR151 activ	TEAD-YAP inh	MITF primary
CCc1ccccc1NC(=O)c1nn2c(c1Cl)NC(c1ccc(C)cc1)CC2C(F)(F)F (configuration not stated)	-0.1	0.2	6	-1
CC(=O)Nc1ccc(C(=O)OCC(=O)Nc2c(F)cccc2F)cc1	0.6	-1.3	5	2
CCc1ccccc1NC(=O)CN(C)S(=O)(=O)c1ccc(OC)c(OC)c1	0.0	1.2	0	8
COc1ccc(-n2c(CN3CCSCC3)n[nH]c2=S)cc1	0.0	1.0	16	71*
COc1ccc(C(=O)Nc2nncs2)cc1S(=O)(=O)N1CCOCC1	0.0	0.9	1	12
O=C(Nc1ccc(S(=O)(=O)N2CCOCC2)cc1)c1ccc2nc(-c3ccccc3)c(-c3ccccc3)nc2c1	0.2	-1.0	9	2
CN(CCC#N)C(=O)COc1cc(F)ccc1[N+](=O)[O-]	0.2	1.2	-1	7
Nc1cc(=O)[nH]c(SCC(=O)Nc2cccnc2Cl)n1	0.2	2.2	3	10
Cc1cc2c(cc1[N+](=O)[O-])C(=O)c1cc([N+](=O)[O-])ccc1-2	0.3	-0.8	8	6
CC(=O)OCn1nnc2ccccc2c1=O	0.3	-0.2	-5	3
Cc1cc(SCC(=O)NC(C)c2ccc(S(N)(=O)=O)cc2)nc2ccccc12 (configuration not stated)	-0.2	-0.5	-3	-10
COc1cc(C(C)=O)ccc1OC(=O)COc1cc(C)ccc1C(C)C	-0.1	1.7	-1	-4
CCCCSc1nccc(=O)[nH]1	-0.1	-0.4	-5	-17
Cc1ncsc1CCC(=O)N1CCC(C(=O)Nc2cccc(-c3ccco3)c2)CC1	0.5	1.0	8	11
CN(C)C(=O)c1ccc(-c2cnn(C)c2)nc1	0.0	-0.2	-3	5
CC(C)N(CCNC(=O)c1csc(-c2cccs2)n1)C(C)C	-0.2	0.1	0	0
COC(=O)c1ccc(-c2nc3ccccc3c(=O)[nH]2)cc1	-0.1	0.7	-31	11
Cc1ccc(C)c(NS(=O)(=O)c2ccc(-n3cccn3)cc2)c1	-0.1	-1.3	4	-19
Cc1ccccc1CNC(=O)CSCc1ccccc1C	-0.1	0.5	-18	-31
Cc1nc(N2CCC(C)CC2)c2c(C)c(C(=O)N3CCN(C)CC3)sc2n1	-0.1	3.0	7	8
Cn1c(=O)c2c(nc3sccn32)n(C)c1=O	-0.1	0.3	6	1
O=C(NCc1ccccn1)NC12CC3CC(CC(C3)C1)C2	-0.6	-0.3	1	4
CCOC(=O)CSc1nc(C2CC2)cc(-c2ccccc2)c1C#N	0.1	0.2	-11	10
Cc1cnc(N2CCN(Cc3ccc4c(c3)OCO4)CC2)nc1Nc1ccc(N2CCOCC2)cc1	0.1	-0.4	1	19
N#CC1=C(N)Oc2cc(O)ccc2C1c1ccccc1I (configuration not stated)	-0.4	-1.9	1	18
Clc1ccc(-c2cc(NCCCn3ccnc3)ncn2)cc1	-0.1	-0.7	-76	15
C=CCN1C(=O)CC(c2ccccc2)Nc2ccccc21 (configuration not stated)	0.0	0.6	-5	2
CC(C)N(CC(N)=O)C(=O)c1sc2cc(F)ccc2c1Cl	-0.1	1.5	-6	-10
CCN1C(=O)CC(C(=O)Nc2cccc(OC)c2)SC1=Nc1cccc(Cl)c1 (configuration not stated)	-0.1	-1.5	-4	-7
Cn1c(=NC(=O)c2ccccc2Br)sc2c3ccccc3ccc21	0.0	1.1	7	6

2 neighbouring entries from above, for reference:
SMILES	FBW7 activator	GPR151 activ	TEAD-YAP inh	MITF primary
O=C(CCCCCN1C(=O)CCC1=O)Nc1ccc(Br)cc1F	0.0	-0.3	-12	6
Cc1cc(-c2nc(-c3ccc([N+](=O)[O-])cc3)no2)ccc1[N+](=O)[O-]	0.0	-1.6	-12	-4

Later entries
SMILES	FBW7 activator	GPR151 activ	TEAD-YAP inh	MITF primary
O=C(Nc1ncc(-c2ccc(Br)cc2)s1)c1sc2ccccc2c1Cl	0.0	1.1	-8	-1
Cc1ccc(S(=O)(=O)C2(C(=O)Nc3ccc(Br)cc3)CC2)cc1	0.0	-0.3	0	-4
COC(=O)c1ccc(NC(=O)CSc2nccn2CCc2ccccc2)cc1	-0.1	-0.6	-11	11
Cc1c(Cl)cccc1NC(=O)COc1ccc2c(c1)OCO2	0.1	0.6	-10	2
Cn1c(CNC(=O)Cc2ccc(Cl)cc2)nnc1SCc1ccccc1	-0.1	0.0	-9	-5
CS(=O)(=O)c1ccc(Cl)c(S(=O)(=O)N2CCN(c3ccc(F)cc3)CC2)c1	-0.2	-0.5	-11	0
O=C1C2CC=CCC2C(=O)N1CNc1ccccc1Cl (configuration not stated)	-0.1	0.2	6	7
CC(Oc1ccc(C(C)(C)C)cc1)C(=O)NCc1ccccn1 (configuration not stated)	0.0	-1.2	2	14
C=CCn1c(SCCOc2ccccc2)nc2sc(C)c(C)c2c1=O	0.1	-0.5	3	4
COc1cc(Nc2nc(Nc3ccccc3)nc3c2ncn3CCN2CCCC2=O)cc(OC)c1OC	0.0	-1.6	4	5
Cc1c(NC(=O)COc2ccc([N+](=O)[O-])cc2)cccc1-c1nc2ncccc2o1	-0.1	-0.1	-7	-4
CSc1ccc(CC2(CCC(=O)NCC(C)(C)N3CCOCC3)CCC(=O)N2)cc1 (configuration not stated)	-0.1	-0.5	8	0
COC(=O)COc1ccc(NC(=O)c2ccccc2I)cc1	0.1	0.6	-6	3
COc1ccccc1C(O)(C(=O)Nc1ccccn1)c1ccccc1OC	0.0	-0.1	4	0
